Screens: PubChem BioAssay, several laboratories
MsrA act: activators of bovine methionine sulfoxide reductase A; purified bovine MsrA, absorbance read-out; activation, % at 10.6 µM; hit rate 0.3% among 360,000; AID 602163; in the data active = activation above about 7.5%;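 note: 0% = vehicle and 100% = reference activator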
eLon inh: inhibits E. coli Lon protease. AID 602123. inhibition, % at 7.94 µM. P0A9M0. hit rate 0.42% among 360,000. purified E. coli Lon protease, fluorescence polarization; in the data active = inhibition above about 13%, passing the limit was not always enough;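 note: 0% = enzyme with probe and DMSO and 100% = no enzyme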
Neddylation inh: blocks human cullin neddylation | P61081+Q13564 | calls only at 25 µM | AID 651699 | TR-FRET cullin neddylation, biochemical | hit rate 0.58% among 360,000; in the data active = inhibition above about 36%
Target sequence (P61081 whole entry, looked up): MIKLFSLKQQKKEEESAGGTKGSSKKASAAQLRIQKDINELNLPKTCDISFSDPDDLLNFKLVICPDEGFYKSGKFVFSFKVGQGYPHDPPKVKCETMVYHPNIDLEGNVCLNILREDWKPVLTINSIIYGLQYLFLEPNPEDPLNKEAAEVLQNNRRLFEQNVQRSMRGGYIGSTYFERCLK
Target sequence (Q13564 whole entry, looked up): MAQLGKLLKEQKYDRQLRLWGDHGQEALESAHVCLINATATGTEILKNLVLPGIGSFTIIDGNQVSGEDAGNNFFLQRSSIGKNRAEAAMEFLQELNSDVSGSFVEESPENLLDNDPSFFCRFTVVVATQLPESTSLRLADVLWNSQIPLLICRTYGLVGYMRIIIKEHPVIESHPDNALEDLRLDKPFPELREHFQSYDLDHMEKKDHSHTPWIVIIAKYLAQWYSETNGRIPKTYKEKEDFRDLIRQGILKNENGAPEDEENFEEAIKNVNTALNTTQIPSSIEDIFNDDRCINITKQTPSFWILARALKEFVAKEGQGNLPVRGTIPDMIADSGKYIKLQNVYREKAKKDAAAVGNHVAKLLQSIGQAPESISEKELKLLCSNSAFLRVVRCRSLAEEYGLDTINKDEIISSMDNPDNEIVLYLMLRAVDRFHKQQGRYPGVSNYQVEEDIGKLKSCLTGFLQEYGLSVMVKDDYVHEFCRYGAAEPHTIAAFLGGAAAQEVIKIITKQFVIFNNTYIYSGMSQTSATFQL
MT1-MMP act inh: inhibitors of human MT1-MMP activation; HT1080 RFP-PRO-GFP cells, GFP/RFP ratio fluorescence, overnight; percent of plate control window, DMSO zero; P50281; GFP/RFP ratio change, % at 20 µM; hit rate 0.061% among 360,000; AID 651647;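 active = GFP/RFP ratio change of at least 30% with cell ATP level not reduced by more than half and red fluorescence within 50% of control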; note: strong numbers were not always called active
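Assay system: HT1080 RFP-PRO-GFP cells. Benchmarks: DMSO vehicle wells and RFP-L50D-GFP reporter cell wells. Times: overnight cell settling, then overnight compound exposure, 37 °C, 5% CO2. Compound: 20 µM single dose, 1% DMSO. Read-out basis: GFP/RFP fluorescence ratio.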
CendR NRP1 mod: NRP-1/CendR interaction modulation; inhibition, % at 25 µM; FAM-RPARPAR peptide binding to NRP-1, fluorescence polarization; AID 602438; hit rate 0.85% among 360,000; O14786;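 active = inhibition or corrected inhibition above about 18%, plus a signal ratio from 0.5 to 1.5, limit read from the data, passing the limit was not always enough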; note: strong numbers were not always called active
SKN-1 block: blocks SKN-1 activity in C. elegans; C. elegans VP596 Pgst-4::GFP/RFP ratio, acrylamide-induced, 24 h; inhibition, % at 21.8 µM; hit rate 0.49% among 360,000;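 active = interference check ratio from 0.5 to 1.5 plus GFP to RFP signal ratio inhibition reaching or exceeding a fixed threshold, cut at about 30% in these data, passing the limit was not always enough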; note: some compounds called inactive have numbers as strong as hits
Rin1 Abl inh: human Rin1-Abl interaction inhibition | P00519+Q13671 | AID 588664 | TR-FRET Rin1/Abl binding, biochemical | inhibition, % at 7.35 µM | hit rate 0.4% among 360,000; in the data active = inhibition above about 5%, passing the limit was not always enough
FAS-TE inh: inhibitors of human fatty acid synthase thioesterase domain. inhibition, % at 15 µM. recombinant FAS-TE, OMFH fluorogenic substrate, fluorescence endpoint. hit rate 0.67% among 360,000. P49327;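 active = compounds whose normalised, plate-corrected inhibition of enzyme fluorescence in the single-dose primary screen is 50% or more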;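 note: 0% = DMSO with enzyme and 100% = substrate without enzyme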
PABP1 MLLE inh: blocks PAM2 peptide binding to the PABP1 MLLE domain; P11940; GST-MLLE / FITC-PAM2 fluorescence polarization; inhibition, % at 20 µM; hit rate 0.36% among 360,000; AID 588489; in the data active = inhibition above about 35%, passing the limit was not always enough;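 note: plate controls were DMSO wells with GST-MLLE for no effect and wells lacking GST-MLLE protein for full effect; some results filed as inactive read as strong as hits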
Numbers without * were called inactive; i = inactive; nt = no result given; + = active, no number.

#	canonical_smiles	MsrA act	eLon inh	Neddylation inh	MT1-MMP act inh	CendR NRP1 mod
1	Cc1ccc2nc(NC(=O)CSCC(=O)OCC(=O)c3ccc(Br)cc3)sc2c1	0	-4	i	3	6
2	COc1cccc(CN2CCNC(=O)C2CC(=O)N(Cc2cnn(C)c2)C(C)C)c1 (centres undefined)	0	-1	i	-1	4
3	COc1ccc(OC)c2nc(-c3ccncc3)ccc12	-1	-4	i	-3	-1
4	Cc1ccccc1NC(=O)Cn1c(CCC(=O)O)ccc1-c1cccs1	-3	-9	i	1	15
5	OC(c1ccccc1)C(CN1CCOCC1)c1ccccc1 (centres undefined)	-1	4	i	-3	6
6	NC1=NC(=O)/C(=C/c2cccc(-c3ccc(S(N)(=O)=O)cc3)c2)S1	-5	-8	i	2	2
7	Cc1cc(C)c(C(=O)NCCCN2CCOCC2)c(C)c1	0	-19	i	1	8
8	COc1ccc(CCNC(=O)C2CCC(=O)N(CC3CCCCC3)C2)cc1 (centres undefined)	-9	-3	i	2	-5
9	COCCNC(=O)c1ccc2snnc2c1	-3	6	i	-1	4
10	O=S(=O)(NC1CC1)c1ccc(Cl)cc1F	-2	1	i	2	21

#	SKN-1 block	Rin1 Abl inh	FAS-TE inh	PABP1 MLLE inh
1	-8	-1	2	18
2	16	-2	-9	13
3	-8	-5	-4	4
4	-3	2	-4	-5
5	-2	-2	-5	8
6	-14	2	-13	1
7	7	0	-2	1
8	-2	1	-5	5
9	10	-1	2	5
10	7	3	-1	2

Some of these compounds in order of the SKN-1 block value, high to low.
item	SMILES	MsrA act	eLon inh	Neddylation inh	MT1-MMP act inh	CendR NRP1 mod	SKN-1 block	Rin1 Abl inh	PABP1 MLLE inh
10	O=S(=O)(NC1CC1)c1ccc(Cl)cc1F	-2	1	i	2	21	7	3	2
4	Cc1ccccc1NC(=O)Cn1c(CCC(=O)O)ccc1-c1cccs1	-3	-9	i	1	15	-3	2	-5
3	COc1ccc(OC)c2nc(-c3ccncc3)ccc12	-1	-4	i	-3	-1	-8	-5	4

Following part:
#	canonical_smiles	MsrA act	eLon inh	Neddylation inh	MT1-MMP act inh	CendR NRP1 mod
11	COC(=O)c1ccc(S(=O)(=O)N2C3CCC2CC(NC(=O)NC2CCCCC2)C3)cc1 (centres undefined)	-4	-7	i	4	11
12	CC(=O)c1cccc(NC(=O)c2ccc3c(c2)CCN3S(=O)(=O)c2ccccc2)c1	-5	5	i	2	3
13	CCN(Cc1ccccc1)C(=O)C1CCN(S(=O)(=O)c2ccc3c(c2)OCCO3)CC1	-4	-11	i	1	-10
14	O=C(C[C@H]1C/C=C\CC[C@H](Cc2ccc(F)cc2)C(=O)OC[C@@H]2CCCN2C1=O)N[C@H](CO)Cc1ccccc1	-2	-4	i	3	7
15	C=CCON1C(=O)c2ccccc2C1=O	4	-3	i	1	-9
16	COc1ccccc1CNC(=O)CCNS(=O)(=O)c1cccc2nsnc12	-3	4	i	10	-8
17	COc1ccc(CC(=O)N(C)CC(=O)Nc2ccccc2SC)cc1	0	-3	i	2	-1
18	O=C(CCNC(=O)C1CCN(S(=O)(=O)c2ccccc2)CC1)NCCc1ccc(Cl)cc1	-4	8	i	1	2
19	Cc1ccc(CNC(=O)C2CCC(=O)N(CCc3ccc(Cl)cc3)C2)s1 (centres undefined)	-3	4	i	0	18
20	COc1ccc(C(=O)NCC(c2cccs2)N2CCOCC2)cc1OC (centres undefined)	-1	0	i	1	0

#	SKN-1 block	Rin1 Abl inh	FAS-TE inh	PABP1 MLLE inh
11	-2	2	-7	13
12	-12	3	19	-13
13	0	2	4	0
14	14	2	-13	0
15	1	2	-7	-2
16	5	0	-6	0
17	1	2	-4	11
18	-4	2	0	-1
19	1	-1	0	9
20	5	0	-8	1

Part of the list above, set out differently:
# | canonical_smiles | MsrA act | eLon inh | Neddylation inh | MT1-MMP act inh | CendR NRP1 mod | SKN-1 block | Rin1 Abl inh | FAS-TE inh | PABP1 MLLE inh
17 | COc1ccc(CC(=O)N(C)CC(=O)Nc2ccccc2SC)cc1 | 0 | -3 | i | 2 | -1 | 1 | 2 | -4 | 11
16 | COc1ccccc1CNC(=O)CCNS(=O)(=O)c1cccc2nsnc12 | -3 | 4 | i | 10 | -8 | 5 | 0 | -6 | 0
20 | COc1ccc(C(=O)NCC(c2cccs2)N2CCOCC2)cc1OC (centres undefined) | -1 | 0 | i | 1 | 0 | 5 | 0 | -8 | 1
12 | CC(=O)c1cccc(NC(=O)c2ccc3c(c2)CCN3S(=O)(=O)c2ccccc2)c1 | -5 | 5 | i | 2 | 3 | -12 | 3 | 19 | -13
11 | COC(=O)c1ccc(S(=O)(=O)N2C3CCC2CC(NC(=O)NC2CCCCC2)C3)cc1 (centres undefined) | -4 | -7 | i | 4 | 11 | -2 | 2 | -7 | 13

Next section.
#	canonical_smiles	MsrA act	eLon inh	Neddylation inh	MT1-MMP act inh	CendR NRP1 mod
21	CCOC(=O)CN1N=C(c2ccc(C)cc2)CCC1=O	-3	-7	i	2	-12
22	CCOc1ccc(/C=N/NC(=O)c2cc3c(OC)cccc3[nH]2)cc1	-4	-9	+	1	-9
23	CC(C)(C)OC(=O)C[C@@H]1C/C=C\C[C@@H](CC(=O)N[C@@H](CO)Cc2ccccc2)C(=O)N2CCC[C@H]2COC1=O	-1	-8	i	3	4
24	O=C(NNS(=O)(=O)c1ccc(Cl)cc1)c1cc(-c2ccccc2)nc2ccccc12	-2	-11	i	16	-14
25	O=C(CNC(=S)N(Cc1ccccc1)Cc1cccnc1)NCc1ccccc1	0	-13	i	1	-4
26	N#CC1=C(N)N=C(SCc2ccccc2)C(C(N)=O)C12CCCCC2 (centres undefined)	-3	2	i	5	-4
27	Cc1ccc(S(=O)(=O)NCc2ccco2)cc1C(N)=O	-2	-3	i	4	-3
28	COc1ccc2c(c1)oc(=O)c1cc(OC)ccc12	5	-5	nt	-2	-8
29	CC(=O)C[C@H](O)CC(=O)[C@H]1OC(=O)[C@@H](C)CCCCc2ccccc21	2	-12	i	1	7
30	CCn1c(=O)cc(SCC(=O)NCCCN2CCN(c3ccccc3F)CC2)c2ccccc21	-2	3	i	12	3

#	SKN-1 block	Rin1 Abl inh	FAS-TE inh	PABP1 MLLE inh
21	26	2	-1	-4
22	7	0	-10	-10
23	0	1	-8	13
24	7	-3	13	10
25	1	-1	-3	-110
26	0	-2	-2	18
27	-5	-4	-4	17
28	31	2	6	14
29	-14	-1	-3	1
30	8	-65	-3	10

Additional structures.
#	canonical_smiles	MsrA act	eLon inh	Neddylation inh	MT1-MMP act inh	CendR NRP1 mod
31	CC(C)(C)c1ccc(Cn2nc(CC(=O)O)c3ccccc3c2=O)cc1	-10	-5	i	-1	10
32	Cc1ccc(OCCn2c(=O)oc3ccc(C)cc32)cc1	-13	3	i	-3	6
33	CCCn1ncc([C@@H]2C[C@H]3CN(Cc4cccc(Cl)c4)C(=O)[C@]34CCCN24)c1C	-1	-14	i	-26	-42
34	NC(=O)NC(CC(=O)NCCCc1ccccc1)c1ccc(Cl)cc1 (centres undefined)	-3	3	i	4	9
35	N#C/C(=C(\O)C(F)(F)F)c1nnc2n1CCCCC2	-8	10	i	-1	-2
36	CC(NC(=O)C(=O)NCCC1=CCCCC1)c1ccccc1 (centres undefined)	-13	7	i	-5	8
37	Cc1cc2c(Nc3cccc(O)c3)ncnc2s1	-1	4	i	0	0
38	CCOc1cc(CNCc2ccccc2)ccc1OCC(=O)NC1CCCCC1	-1	-2	i	0	6
39	O=C1CC2(CCCC2)C(=O)N1CN1CCN(S(=O)(=O)c2ccc(F)cc2F)CC1	7	-6	i	2	12
40	CCc1ccc(C(=O)CCC(=O)Nc2ccc(OC)c(S(=O)(=O)N3CCCCC3)c2)cc1	-4	1	i	3	-2

#	SKN-1 block	Rin1 Abl inh	FAS-TE inh	PABP1 MLLE inh
31	-1	-1	-10	-8
32	-6	3	17	-2
33	-20	4	-6	-28
34	1	-1	-2	-1
35	-1	0	2	6
36	3	-2	-5	-17
37	15	-2	-4	7
38	15	0	-4	8
39	5	2	-2	9
40	-9	3	21	-9

Records above shown as hits in Neddylation inh:
No.	SMILES	MsrA act	eLon inh	Neddylation inh	MT1-MMP act inh	CendR NRP1 mod	SKN-1 block	Rin1 Abl inh	PABP1 MLLE inh
22	CCOc1ccc(/C=N/NC(=O)c2cc3c(OC)cccc3[nH]2)cc1	-4	-9	+	1	-9	7	0	-10

Next section
#	canonical_smiles	MsrA act	eLon inh	Neddylation inh	MT1-MMP act inh	CendR NRP1 mod
41	O=C(COC(=O)c1ccccc1)Nc1cccc(S(=O)(=O)NC2=NCCCCC2)c1	3	4	i	3	-7
42	CCCc1cc(C(=O)NCc2cccs2)no1	-2	-7	i	2	-2
43	O=C(c1cc(-c2ccc(Cl)cc2)n(-c2ccc(Cl)cc2)n1)N1CCOCC1	-1	-5	i	-4	-2
44	COC(=O)c1oc(-c2ccccc2)nc1C	-7	-5	i	1	-16
45	NC(=O)C1CCN(C(=S)NCc2ccc3c(c2)OCO3)CC1	0	-3	i	4	6
46	COc1ccc(OC)c(-n2c(=S)[nH]c3cc(C(=O)N4CCC(C(N)=O)CC4)ccc3c2=O)c1	-2	-1	i	2	15
47	CCOC(=O)c1csc(N)n1	-4	-10	i	1	4
48	CCOC(=O)c1nnc(-c2ccc(C)cc2)nc1Sc1cccc(Cl)c1	-5	12	i	-2	3
49	COC(CNC(=O)CNC(=S)N(CCCN1CCOCC1)Cc1cccs1)OC	-7	6	i	-2	4

#	SKN-1 block	Rin1 Abl inh	FAS-TE inh	PABP1 MLLE inh
41	8	1	-13	3
42	18	1	-6	2
43	-9	0	24	-3
44	-6	2	-2	-3
45	-2	0	-10	-118
46	-21	2	-9	30
47	-2	1	-7	19
48	10	-1	-4	7
49	-4	-6	0	-90

Quoted at random: 2 records from the list.
#	canonical_smiles	MsrA act	eLon inh	Neddylation inh	MT1-MMP act inh	CendR NRP1 mod
48	CCOC(=O)c1nnc(-c2ccc(C)cc2)nc1Sc1cccc(Cl)c1	-5	12	i	-2	3
47	CCOC(=O)c1csc(N)n1	-4	-10	i	1	4

#	SKN-1 block	Rin1 Abl inh	FAS-TE inh	PABP1 MLLE inh
48	10	-1	-4	7
47	-2	1	-7	19
